# From PubChem
# PDI turbidity = blocks human protein disulfide isomerase activity | 0.052% of 350,000 active | inhibition, % at 10 µM | PDI insulin aggregation turbidity, A650, 90 min | AID 588391;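 active means mean inhibition across replicates of 30% or more, whatever share of single replicates reach that level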;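 further: absorbance from insulin aggregation driven by PDI reduction with DTT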
# Target sequence (P07237 whole entry, looked up): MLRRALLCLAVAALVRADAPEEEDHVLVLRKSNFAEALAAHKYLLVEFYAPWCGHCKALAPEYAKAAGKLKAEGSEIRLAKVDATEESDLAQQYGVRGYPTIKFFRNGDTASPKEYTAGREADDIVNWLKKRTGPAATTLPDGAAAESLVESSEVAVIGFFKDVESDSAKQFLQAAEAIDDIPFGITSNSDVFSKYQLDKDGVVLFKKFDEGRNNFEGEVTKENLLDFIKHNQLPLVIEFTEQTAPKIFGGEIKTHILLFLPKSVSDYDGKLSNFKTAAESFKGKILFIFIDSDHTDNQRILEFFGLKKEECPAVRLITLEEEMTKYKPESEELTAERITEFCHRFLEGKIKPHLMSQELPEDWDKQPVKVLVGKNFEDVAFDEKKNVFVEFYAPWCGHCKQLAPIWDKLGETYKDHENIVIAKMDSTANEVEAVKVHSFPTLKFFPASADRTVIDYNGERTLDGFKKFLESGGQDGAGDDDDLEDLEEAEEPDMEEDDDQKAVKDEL
# aDG glyco up = increases alpha dystroglycan glycosylation; Pro5-aDG cells, alpha-DG glycosylation AlphaScreen (IIH6); 0% Pro5, 100% B10-LARGE cell signal; activation, % at 10 µM; 0.22% of 360,000 active;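 active means activation of at least 8% versus controls, or a plate z-score of at least 8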;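 further: Pro5 are CHO cells carrying HIG-tagged alpha-DG that lacks glycosylation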
# Vif inh = HIV Vif inhibition; HEK293T cells, Vif self-association by quenched fluorescence, imaging, 24 h; inhibition, % at 7.49 µM; 0.35% of 340,000 active; AID 602346; in the data active means inhibition above about 50%, passing the limit was not always enough; further: some results filed as inactive read as strong as hits
# TRPM1 prom inh = MITF TRPM1 promoter inhibition in SK-MEL-5 cells | SK-MEL-5 TRPM1 promoter luciferase, 24 h | inhibition, % at 12.5 µM | 0.83% of 330,000 active | AID 488899;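 active means mean inhibition across replicates of 60% or more, whatever share of single replicates reaches that level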; further: values of inactives mirror those of a sister screen read the other way
# Peg3 promoter = Peg3 promoter activity inhibition; HeLa PEG-Prom luciferase reporter, luminescence, overnight; inhibition, % at 20 µM; 1.7% of 360,000 active;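 active means inhibition of at least 50% at 20 µM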
# CaV13 FRET inh = Disruptors of the CACNA1D IQ motif to Ca2+-dependent inactivation inhibitor domain association, primary screening, Förster resonance energy transfer in intact living … | 0.098% of 340,000 active | HEK cells, CFP/YFP FRET ICDI-IQ, plate reader, 10 min; percent FRET-ratio fall versus neutral wells | inhibition, % at 12.3 µM | AID 743397;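 active means mean replicate inhibition of at least 30% and at least 1% of replicates passing that level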;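 further: 0% = median of the neutral control wells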
# NR2E3 ag-1 = NR2E3 (human) agonism | Q9Y5X4 | GST-NR2E3/biotin-RetCOR TR-FRET, 1536-well | inhibition of corepressor binding, % at 4.78 µM | 0.12% of 320,000 active | AID 2300;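 active means percent inhibition above the cutoff of mean plus 3 SD of all tested compounds, set per screening campaign, cut at about 20% in these data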;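 further: 0% = DMSO wells and 100% = biotin wells as full block of FRET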
# Target sequence (Q9Y5X4 whole entry, looked up): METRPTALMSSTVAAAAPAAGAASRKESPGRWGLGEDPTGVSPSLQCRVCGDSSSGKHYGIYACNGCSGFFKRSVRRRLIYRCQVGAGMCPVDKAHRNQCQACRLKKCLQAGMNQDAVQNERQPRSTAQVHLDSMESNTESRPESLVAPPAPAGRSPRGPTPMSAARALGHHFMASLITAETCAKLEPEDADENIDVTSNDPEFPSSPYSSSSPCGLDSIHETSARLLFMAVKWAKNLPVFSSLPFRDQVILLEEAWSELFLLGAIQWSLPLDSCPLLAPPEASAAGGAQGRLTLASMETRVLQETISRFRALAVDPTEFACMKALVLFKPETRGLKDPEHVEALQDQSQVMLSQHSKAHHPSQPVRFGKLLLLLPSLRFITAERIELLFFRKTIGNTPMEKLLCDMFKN
#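 Material: NR2E3–RetCOR corepressor complex / Incubation: Compound–protein incubation for 5 h at 4 °C / Dosing: compound at 4.8 µM, single dose / Detection: time-resolved FRET / Benchmarks: high control biotin, low control 0.6% DMSO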
# NR2E3 ag-2 = agonists of human NR2E3 nuclear receptor; CHO-S Gal4-NCOR/VP16-NR2E3 two-hybrid, luciferase; inhibition of corepressor binding, % at 3.98 µM; 0.35% of 360,000 active; AID 602229;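 active means inhibition above the mean of all tested compounds plus 3 SD, cut at about 70% in these data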;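 further: 0% = DMSO with NR2E3 transfected cells and 100% = cells lacking NR2E3 construct; higher means lower luciferase signal from less NR2E3 corepressor binding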
# HIF-2a inh = inhibitors of HIF-2a; AID 624352; inhibition, % at 18.8 µM; 0.72% of 360,000 active; 786-0 RCC cells HIF-2a reporter, luciferase luminescence, overnight;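 active means inhibition of the luminescence signal of 40% or more relative to plate controls, in a single-dose primary screen at 18.75 µM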
# hiPSC survival = hiPSC single-cell survival enhancement; ATPlite luminescence; 100% = ROCK inhibitor wells, 0% = DMSO; survival enhancement, % at 20 µM; 0.044% of 360,000 active; in the data active means survival enhancement above about 18%;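 further: cells exposed to compounds for 16 hours before the ATP read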
# Exocytosis inh = lytic granule exocytosis inhibition; TALL-104 LAMP-1 surface exposure, flow cytometry; cells stimulated with thapsigargin and PMA; inhibition, % at 10 µM; 0.66% of 360,000 active;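 active means inhibition above about 55%, limit read from the data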
# * = called active by the depositor; . = no result given; & = joins results of further samples. Rows were taken by chance. Share with any hit: about 3.5%.
mol	PDI turbidity	aDG glyco up	Vif inh	TRPM1 prom inh	Peg3 promoter	CaV13 FRET inh	NR2E3 ag-1	NR2E3 ag-2	HIF-2a inh	hiPSC survival	Exocytosis inh
FC(F)(F)c1cnc(Sc2ncn[nH]2)c(Cl)c1	2.1	-0.1	-3.6	-5.5	12.1	-4.7	1.9	-6.7	16.0	-1.1	0.1
CC12CCC(C(=O)NCc3cccnc3)(OC1=O)C2(C)C (configuration not stated)	1.8	0.2	0.9	1.3	-6.4	-6.6	-0.1	-15.4	12.6	-2.0	-0.9
O=C(NNC1=NCCC1)c1cccc(S(=O)(=O)N2CCOCC2)c1	1.6	-0.1	-0.5	-20.5	7.0	-4.1	1.0	-15.0	19.5	0.3	-1.6
COC(=O)c1cccc(NC(=O)c2nn(C(C)C)c(=O)c3ccccc23)c1	1.9	0.1	-7.4	2.6	15.0	-7.0	0.4	-1.0	16.7	3.9	-1.4
O=c1c2ccccc2ncn1/N=C/c1ccccc1	2.0	0.3	-34.6	-51.0	-246.7	-18.9	-1.6	-13.4	-219.2	0.3	-11.2
COc1ccc(-c2cc3ccccc3oc2=O)cc1NC(=S)NC(=O)c1ccc2c(c1)OCCO2	-4.6	-0.4	19.8	28.3	-133.3	-4.2	-19.1	-66.5	-160.4	-0.2	-7.0
CCc1ccc(-n2c(CSc3nnnn3-c3ccccc3)nc3ccccc3c2=O)cc1	-9.5	-0.1	17.3	0.6	6.2	.	0.1	-20.5	16.4	2.9	-1.8
COc1nc(-c2ccccc2)c2cc(Br)ccc2n1	-5.1	0.0	-10.6	0.2	9.8	-3.4	6.3	3.4	-2.1	-0.6	0.8
COc1ccccc1NS(=O)(=O)c1cccc2cccnc12	5.0	0.1	9.8	1.4	-2.6	1.7	-2.8	-3.5	7.9	6.2	1.7
CC(NCC(=O)Nc1ccccc1C(=O)NC1CC1)c1ccc(S(N)(=O)=O)cc1 (configuration not stated)	-7.6	0.7	-9.0	-4.8	4.4	-7.3	-2.8	7.8	-4.9	0.5	-5.4
CC1(C(=O)NS(=O)(=O)c2cccc(F)c2)CCN1C(=O)Cc1cccc2ccccc12 (configuration not stated)	-2.8	0.0	4.6	.	1.6	-4.5	.	-12.8	3.4	2.4	13.5
CC(C)CN(CC(C)C)S(=O)(=O)N1CCC(C(=O)NCc2ccccn2)CC1	-2.6	-0.2	0.7	-8.1	3.7	-6.8	-3.1	5.2	8.0	2.7	-2.7
O=C(NNC1=NCCCCC1)Nc1cccc(Cl)c1	1.6	-0.1	-5.9	-37.3	-220.1	-6.2	.	-45.8	-213.5	-1.2	-0.3
CC(=O)Nc1ccc(NC(=O)c2cc(-c3cc(C)c(C)cc3O)n[nH]2)cc1	-8.1	0.0	-2.2	3.6	-19.5	-19.0	-2.3	1.1	-14.9	-0.5	-2.4
COc1cccc(NC(=O)CSc2nc(N)cc(N)n2)c1	-4.4	-0.2	3.9	-13.3	-11.1	-8.9	2.9	-30.2	-23.1	-1.0	4.6
CC(=O)Nc1sc(N/N=C/c2ccccc2)nc1-c1ccc(C)cc1	0.5	-0.1	3.4	-42.9	-31.8	-4.6	-0.4	-10.9	-76.9	0.2	0.9
Cc1ccccc1NC(=O)COC(=O)c1ccc2nc(C)c(C)nc2c1	-3.8	-0.3	-18.3	4.5	-1.5	-2.1	-2.2	-68.0	7.7	-1.0	-4.3
CC(C)(C)NC(=O)/C=N/O	5.7	-0.3	2.6	12.8	9.8	-5.6	0.5	0.3	12.0	3.3	-2.4
C=CCn1c(N)cc(=O)nc1SCC(=O)Nc1ccccc1C(N)=O	-2.0	0.0	-5.1	3.7	5.8	2.7	-1.2	-14.0	11.2	0.6	-1.2
CC1(C)CC(=O)C(C=NCCN2CCNC2=O)=C(O)C1	-4.5	-0.4	-17.8	1.4	5.6	-4.2	3.2	8.7	8.1	0.4	2.2

# Four compounds from above, arranged by the number in NR2E3 ag-2, highest first:
Compound	NR2E3 ag-2
CC1(C)CC(=O)C(C=NCCN2CCNC2=O)=C(O)C1	8.7
CC(=O)Nc1ccc(NC(=O)c2cc(-c3cc(C)c(C)cc3O)n[nH]2)cc1	1.1
CC(=O)Nc1sc(N/N=C/c2ccccc2)nc1-c1ccc(C)cc1	-10.9
O=C(NNC1=NCCCCC1)Nc1cccc(Cl)c1	-45.8

# The results go on.
mol	PDI turbidity	aDG glyco up	Vif inh	TRPM1 prom inh	Peg3 promoter	CaV13 FRET inh	NR2E3 ag-1	NR2E3 ag-2	HIF-2a inh	hiPSC survival	Exocytosis inh
O=C1COc2ccc(C(=O)COC(=O)COc3ccccc3[N+](=O)[O-])cc2N1	1.3	0.1	.	-1.7	-1.0	-1.5	3.4	25.4	15.4	-0.5	-3.1
Cn1c(=NC(=O)C2CCN(S(=O)(=O)c3cccs3)CC2)sc2ccccc21	9.8&-1.1	-0.3&-0.1	-5.5	8.9&1.0	7.9&6.8	-7.4	2.4	0.3&2.8	-10.8&-23.1	-2.1&0.0	7.2&3.5
COc1c(NC(C)=O)c2ccccc2c2ccccc12	7.0	0.1	-6.6	3.2	22.6	-6.6	-2.7	-12.5	-0.9	-0.7	2.6
CC1CCN(CC(=O)NNC(=O)c2cccc(Br)c2)CC1	-5.1	0.2	-10.1	-1.8	15.1	-3.8	5.5	-32.4	-6.7	-0.5	-1.3
Cc1ccccc1NC(=O)CCC(=O)OCCCC(F)(F)C(F)(F)F	-5.4	0.0	15.4	8.7	7.0	.	-0.2	-1.5	11.0	-1.0	-2.0
CCOC(=O)c1c(NC(=O)C2CCCN(S(=O)(=O)c3ccc(C)cc3)C2)sc2c1CCCC2 (configuration not stated)	2.7	-0.1	-13.6	9.6	4.5	-2.8	-1.9	-1.6	8.8	-2.7	-1.6
CCC1CCC/C1=N\NC(=O)c1ccoc1C (configuration not stated)	1.5	-0.2	-1.9	-13.4	-16.3	-2.0	.	-145.6	-28.1	1.0	-0.2
CN(C)C(CNC(=O)c1oc2ccccc2c1CSc1ncn[nH]1)c1ccco1 (configuration not stated)	11.4	0.8	-1.9	12.6	16.7	3.5	3.4	-18.9	0.9	1.1	0.2
OC(c1ccc(Cl)cc1Cl)C(Cc1cccnc1)n1cncn1 (configuration not stated)	-2.2	0.1	6.0	-6.3	10.0	-2.7	0.0	14.0	5.2	-1.2	0.3
CC1CCCCN1N=Nc1nc2c([nH]1)c(=O)n(C)c(=O)n2C (configuration not stated)	-3.1	0.1	11.0	1.0	-9.5	-5.7	.	-10.1	-18.5	0.6	-4.7
COc1ccccc1-c1cc2nc(-c3ccccc3)cc(N3CCN(C(=O)c4ccoc4)CC3)n2n1	-1.2	0.4	-19.8	.	80.6*	-2.7	.	-15.1	-12.3	6.3	2.8
CC(CC(=O)Nc1ccc2c(c1)c(=O)n(C)n2-c1ccccc1F)c1ccccc1 (configuration not stated)	9.6	0.4	-1.2	.	13.6	-5.7	.	-35.2	4.1	5.2	-0.6
O=C(Nc1cccnc1Cl)c1ccc(Cl)c([N+](=O)[O-])c1	-0.7	0.0	.	-2.4	-15.7	-4.6	-2.1	-4.6	-15.5	-0.3	-0.6
CCOC(=O)c1ccc(COC(=O)CCc2nc(-c3ccccc3)c(-c3ccccc3)o2)cc1	-5.7	0.0	-4.7	14.0	4.2	-4.1	0.4	22.7	-8.9	-2.7	8.2
COc1ccc(/C=C2\CCc3ccccc3C2=O)c(OC)c1OC	-1.6	0.1	-15.9	-24.5	-134.0	-4.1	-2.4	-24.4	-153.5	1.1	-9.8
O=C1c2ccc3c4c(ccc(c24)C(=O)N1c1cccc(O)c1)C(=O)N(c1cccc(O)c1)C3=O	4.1	4.0*	12.2	99.9*	22.4	-14.3	0.4	-12.0	12.9	-0.7	9.9
CC1(C)OC(=O)C2=C(C[C@@H](CCc3ccccc3)O[C@H]2CCc2cccc(Cl)c2)O1	.	-0.1	.	.	.	-6.7	.	5.8	-6.8	-1.1	-0.9
CCOc1ccc(CCNC(=O)Cn2ncn3nc(-c4ccc(OC)cc4)cc3c2=O)cc1	.	-0.2	-1.2	-13.1	0.0	-6.6	1.2	1.0	-2.5	-0.6	0.3
Cc1ccc(NC(=S)N(CCN2CCOCC2)Cc2ccccc2F)cc1	-3.8	0.0	5.7	15.5	4.8	6.2	-0.7	-23.6	15.7	0.5	4.4
CC1CN(C(=O)CCNC(=O)c2ccc(Br)cc2)CC(C)O1 (configuration not stated)	-15.8	0.1	-6.0	3.7	11.8	-5.1	0.1	-15.8	13.6	-0.4	-0.8
O=C(NCCc1nc(-c2ccccc2)no1)c1ccccc1	0.8	-0.2	-2.7	-3.2	-13.2	-4.7	4.3	-16.3	-8.1	-0.6	14.7
Nc1ccc(C(=O)OCc2nc3cc4ccccc4cc3[nH]2)cc1	0.7	0.5	16.3	-10.9	-31.4	-12.0	-3.3	-11.5	-96.1	-3.1	-1.7
COc1ccccc1CCNC(=O)C(=O)NCC1OCCN1S(=O)(=O)c1ccc(OC)c(OC)c1 (configuration not stated)	.	-0.1	.	3.3	1.6	-3.7	-4.0	4.8	18.2	-1.5	-1.2
O=C(C[C@H]1C[C@H](C(=O)N2CCCCC2)[C@@]2(CCc3ccccc3)c3[nH]c4ccc(Cl)cc4c3CCN2C1=O)NCCN1CCOCC1	-8.8	1.0	.	-3.1	80.2*	.	.	-15.9	9.7	-3.0	12.8
CCN1CCCc2cc(CN(CCN3CCOCC3)C(=S)Nc3cccc(OC)c3)ccc21	-4.7	0.1	-0.7	1.5	-0.8	-2.6	0.0	1.6	-3.7	-0.8	-4.2
COc1cccc(/C=C/C(=O)N2CCN(S(=O)(=O)c3ccccc3)CC2)c1OC	13.3	0.0	1.0	-4.4	7.0	-4.0	3.8	2.0	-18.5	0.4	1.1
COc1ccc(S(=O)(=O)NCc2ccco2)c2ccccc12	11.0	0.0	-0.2	2.7	27.6	-7.1	4.5	15.8	-13.3	-1.8	-11.0
O=C(NCc1ccco1)C(=O)NCC1OCCN1S(=O)(=O)c1ccc(Br)cc1 (configuration not stated)	10.7	-0.3	3.0	-0.8	20.8	-6.6	-3.4	-4.4	2.1	0.0	-2.5
CCOC(=O)C1CCCN(Cc2ccc(O)c(OC)c2)C1 (configuration not stated)	-6.4	0.2	-10.6	1.8	0.4	-5.3	-0.2	-2.0	2.4	3.7	0.6
O=C(NCc1ccccn1)c1cccc(S(=O)(=O)Nc2ccc(F)cc2)c1	-3.5	0.4	-7.1	7.9	11.7	-6.7	.	8.9	24.4	1.0	-4.7

# Among those listed so far, these have a CF3 group:
mol	PDI turbidity	aDG glyco up	Vif inh	TRPM1 prom inh	Peg3 promoter	CaV13 FRET inh	NR2E3 ag-1	NR2E3 ag-2	HIF-2a inh	hiPSC survival	Exocytosis inh
FC(F)(F)c1cnc(Sc2ncn[nH]2)c(Cl)c1	2.1	-0.1	-3.6	-5.5	12.1	-4.7	1.9	-6.7	16.0	-1.1	0.1
Cc1ccccc1NC(=O)CCC(=O)OCCCC(F)(F)C(F)(F)F	-5.4	0.0	15.4	8.7	7.0	.	-0.2	-1.5	11.0	-1.0	-2.0
